# HTR5A ag – HTR5A agonists in luminescence cell assay, primary screen, counter-screen for OPRM1-OPRD1 heterodimer agonist project, full-deck HTS; 5-hydroxytryptamine receptor 5A (Homo sapiens), P47898; cell-based; activation, % at 9.3 µM; actives 0.61% (n = 340,000); AID 504692, 2011; in the data active = activation mostly above about 9.5%, no sharp cut-off; inactive = mostly below about 7.6%;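 note: 0% = cells with vehicle only and 100% = reference agonist; strong numbers were not always called active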
# DSG3 Ab inh – inhibitors of pemphigus antibody binding to DSG3, primary screen, biochemical, bead-based, flow cytometry, scFv-GFP; Desmoglein-3 (Homo sapiens), P32926; DSG3-coupled beads, scFv-anti-DSG3-GFP binding; hits give low values; binding (percent of control), % at 10 µM; actives 0.48% (n = 310,000);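 active = binding more than 3 SD below its plate's average and above zero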;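 note: hits lower antibody fragment binding to DSG3; some compounds called inactive have numbers as strong as hits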
# Target sequence (P32926 whole entry, looked up, the tested form may be a part): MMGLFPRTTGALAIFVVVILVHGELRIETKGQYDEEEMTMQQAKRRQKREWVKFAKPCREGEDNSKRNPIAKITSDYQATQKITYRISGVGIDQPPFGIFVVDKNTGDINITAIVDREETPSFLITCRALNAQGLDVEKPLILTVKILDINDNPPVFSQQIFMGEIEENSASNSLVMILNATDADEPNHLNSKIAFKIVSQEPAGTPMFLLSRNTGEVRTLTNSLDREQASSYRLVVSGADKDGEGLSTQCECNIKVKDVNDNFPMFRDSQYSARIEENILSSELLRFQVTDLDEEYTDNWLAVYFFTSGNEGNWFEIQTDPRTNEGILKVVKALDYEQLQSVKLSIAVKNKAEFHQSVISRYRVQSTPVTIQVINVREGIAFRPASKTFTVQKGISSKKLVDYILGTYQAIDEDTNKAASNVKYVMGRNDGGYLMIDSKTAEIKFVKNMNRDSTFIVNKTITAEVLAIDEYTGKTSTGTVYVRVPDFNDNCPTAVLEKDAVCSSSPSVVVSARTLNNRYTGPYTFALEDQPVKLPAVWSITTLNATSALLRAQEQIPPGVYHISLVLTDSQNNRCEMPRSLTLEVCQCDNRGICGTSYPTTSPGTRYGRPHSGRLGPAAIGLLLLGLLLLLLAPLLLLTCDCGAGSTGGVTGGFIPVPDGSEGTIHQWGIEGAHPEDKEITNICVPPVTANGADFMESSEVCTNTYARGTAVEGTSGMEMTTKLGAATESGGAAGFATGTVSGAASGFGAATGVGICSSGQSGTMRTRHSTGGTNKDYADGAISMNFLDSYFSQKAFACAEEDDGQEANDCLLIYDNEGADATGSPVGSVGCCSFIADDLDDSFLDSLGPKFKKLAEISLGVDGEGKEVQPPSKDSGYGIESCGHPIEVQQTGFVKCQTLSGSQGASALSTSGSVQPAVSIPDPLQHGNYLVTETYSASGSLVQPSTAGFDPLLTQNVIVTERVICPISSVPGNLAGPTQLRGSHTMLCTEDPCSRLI
# OPRM1-OPRD1 inv – inverse agonists of MOR-DOR heterodimerization, primary screen, cell-based, luminescence; Mu-type opioid receptor (Homo sapiens) + Delta-type opioid receptor (Homo sapiens), …; cell-based MOR-DOR heterodimer luminescence, inverse agonism; inhibition, % at 9.3 µM; actives 0.21% (n = 340,000); AID 504357, 2011; in the data active = inhibition above about 22%, passing the limit was not always enough;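 note: 0% = cells with DMSO and 100% = wells without cells with DMSO; values of inactives mirror those of a sister screen read the other way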
# DAGLB inhibitor – DAGLB lipase inhibitors, primary screen, biochemical, fluorescence, HTS | inhibition, % at 5.17 µM | HEK293T DAGLB membrane lysate, EnzChek fluorogenic substrate | actives 0.059% (n = 340,000) | Diacylglycerol lipase-beta (Homo sapiens), Q8NCG7; in the data active = inhibition above about 34%;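 note: 0% = enzyme with vehicle and 100% = wells lacking enzyme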
# OPRM1-OPRD1 ag – agonists of OPRM1-OPRD1 heterodimerization, primary screen, cell-based, luminescence; cells; AID 504326, 2011; actives 0.3% (n = 340,000); activation, % at 9.3 µM; Mu-type opioid receptor (Homo sapiens) + Delta-type opioid receptor (Homo sapiens), …; in the data active = activation above about 18%;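 note: 0% = vehicle-treated cells and 100% = reference agonist; values of inactives mirror those of a sister screen read the other way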
# Arrestin-AP2 inh – inhibitors of beta-arrestin/AP2 binding, primary screen, biochemical, GPCR trafficking, flow cytometry; beta-arrestin 1 C-terminal peptide binding to AP2 beta2-adaptin appendage (human); FITC-arrestin peptide / GST-AP2 beads; AP2 beta2 appendage carries R879A mutation; inhibition, % at 10 µM; actives 0.31% (n = 340,000); AID 504490, 2011;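 active = inhibition above a set limit, near 3 SD of compounds lacking own fluorescence, cut at about 54% in these data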;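 note: plate controls were DMSO wells for no effect and 5 µM unlabelled arrestin peptide for full effect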
#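 system = GST-tagged AP2 beta2-adaptin appendage (R879A) on 4 µm glutathione beads | reagent = FITC-labelled arrestin peptide probe, 50 nM final | schedule = compound with beads 12 min RT, then probe 1 h RT | signal = HyperCyt-sampled flow cytometry, FL1 channel, ex 488/em 535 nm | read-out = percent response from loss of bead-bound FITC fluorescence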
# HTR5A inv ag – HTR5A inverse agonists in luminescence cell assay, primary screen, counter-screen for OPRM1-OPRD1 heterodimer inverse agonist project, full-deck HTS | HTR5A cell line, inverse agonism | inhibition, % at 9.3 µM | actives 0.083% (n = 340,000) | AID 504634, 2011; in the data active = inhibition mostly above about 23%, no sharp cut-off; inactive = mostly below about 18%;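 note: 0% = cells with DMSO and 100% = no-cell wells with DMSO; some compounds called inactive have numbers as strong as hits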
# PKA-R1A act – activators of PKA-R1A holoenzyme, primary screen, biochemical, fluorescence polarization, Cy5-IP20, bovine R1A, mouse PKAc; cAMP-dependent protein kinase type I-alpha regulatory subunit (Bos taurus) + …; activation, % at 11.4 µM; PKA-R1A dissociation; scaled: DMSO 0%, 113 µM cGMP 100%; actives 0.083% (n = 340,000); AID 504707, 2011;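 active = percent activation above the mean of all tested compounds plus 3 SD, cut at about 19% in these data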;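 note: higher means more PKAc released from R1A so a rise in polarization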
# V-ATPase pH – regulators of yeast V-ATPase proton pumping, primary screen, pHLuorin cytosolic pH fluorescence. S. cerevisiae. actives 0.37% (n = 350,000). response, % at 10 µM. AID 504577, 2011; in the data active = response mostly above about 7.3%, no sharp cut-off; inactive = mostly below about 5.4%; note: actives read high; inactives centre near 0; some compounds called inactive have numbers as strong as hits; reference of the scale not given here
# PKA-R2B act – activators of PKA-R2B holoenzyme, primary screen, biochemical, fluorescence polarization, Cy5-IP20, human; cAMP-dependent protein kinase catalytic subunit beta (Homo sapiens) + cAMP-dependent …; PKA-R2B holoenzyme dissociation; R2B truncated from residue 108, S112A mutant; 0% DMSO only, 100% 113 µM cGMP; activation, % at 11.4 µM; actives 0.079% (n = 340,000); AID 504700, 2011;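 active = activation above a cutoff set at the mean over all compounds plus 3 SD, cut at about 18% in these data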;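 note: higher means more holoenzyme dissociation and a rise in polarization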
# * = called active by the depositor; nt = not tested or not shown.
Compound	DSG3 Ab inh	DAGLB inhibitor	V-ATPase pH	OPRM1-OPRD1 inv	HTR5A inv ag	HTR5A ag	PKA-R1A act	OPRM1-OPRD1 ag	Arrestin-AP2 inh	PKA-R2B act
CCCCN(C(=O)C1=NN(c2cc(C)ccc2C)C(=O)CC1)c1c(N)n(CCC)c(=O)[nH]c1=O	nt	-1.6	-2.2	-5.9	4.9	-1.9	-3.5	1.5	-4.4	0.4
COc1ccccc1-c1nnc(SCC(=O)Nc2ccc(N3CCOCC3)cc2)n1C	105.9	0.8	-5.9	5.2	-3.5	6.7	-6.0	-0.8	-9.9	11.3
Cc1cc(NC(=O)c2cc([N+](=O)[O-])cc([N+](=O)[O-])c2C)no1	97.3	-0.9	1.2	-34.6	-14.4	8.9	-5.5	6.3	5.7	9.8
O=C(c1cn(-c2ccccc2)nc1-c1ccncc1)n1nnc2ccccc21	56.4	-0.1	1.7	3.5	-14.1	-0.2	-0.3	-0.6	14.8	1.7
O=C(CCCn1c(=S)[nH]c2ccc(Br)cc2c1=O)NCc1ccccn1	98.5	1.4	1.3	10.9	1.9	-0.5	-5.9	-2.0	-1.1	-0.5
Cc1cccc(N=Nc2c(C)[nH]n(-c3ccccc3)c2=O)c1	97.9	-4.7	2.2	15.4	0.3	-0.1	12.1	-2.7	13.2	-1.4
COc1ccc(S(=O)(=O)CCC(=O)O)cc1	115.8	1.2	3.5	9.9	20.8	3.6	-5.4	-2.2	5.0	-2.2
CCC(C)[C@H](NC(=O)N1CC(=O)Nc2ccccc21)C(=O)N[C@@H](Cc1c[nH]c2ccccc12)C(=O)O (stereo partly drawn)	105.0	0.1	-0.3	4.2	3.4	2.0	4.8	-0.8	0.2	3.6
CCC(c1nnnn1CC1CCCO1)N(CCCO)Cc1cc2cccc(C)c2[nH]c1=O (stereo not drawn)	103.6	0.9	0.1	15.8	-29.2	10.6	-2.5	-3.6	11.8	0.8
O=C1N/C(=C\c2ccc(N3CCOCC3)c(F)c2)C(=O)N1Cc1ccccc1	nt	-1.0	2.1	-10.5	15.9	4.3	-4.1	1.9	20.4	5.3
NS(=O)(=O)c1ccc(NC(=O)CSc2ccccc2)cc1	103.7	0.1	2.4	0.8	-13.2	-1.6	-9.4	-0.1	-4.4	-4.0
O=C(OCC#CCSc1nnc(-c2ccccc2)o1)c1cc2ccccc2o1	nt	-3.3	1.7	10.9	3.9	0.7	-10.1	-1.9	8.3	-9.4
CCCN1CCN(c2ncnc3c2nnn3Cc2ccccc2)CC1	100.6	-3.2	-3.8	1.1	6.8	8.7	9.7	-0.2	12.2	-13.1
O=C(COc1ccc([N+](=O)[O-])cc1)Nc1ccc(CN2CCOCC2)cc1	100.2	-2.3	0.1	11.2	2.9	-1.1	1.2	-2.2	20.6	-5.8
Cc1cc(NC(=O)c2ccc3c(c2)C(=O)N(C2CCCCC2)C3=O)no1	108.3	-0.1	7.6	9.5	-12.1	4.3	-13.2	-1.8	-1.5	2.8
O=C(NN=Cc1ccc(OC(F)F)cc1)c1ccc(NS(=O)(=O)c2cccs2)cc1	nt	-2.2	-1.2	8.0	-8.1	-3.1	-6.7	-2.1	-9.6	-13.6
COC(=O)CN1CCN(C(=O)c2ccco2)CC1	101.3	-1.2	2.2	2.8	6.0	6.7	6.7	-0.5	1.7	2.7
COc1ccc(N=Cc2oc3ccc4ccccc4c3c2O)cc1	113.0	-11.3	0.1	13.6	-3.1	-0.2	-3.7	-2.9	-6.0	-3.6
CCCc1nnc(SCC(=O)NC2CCCC2)n1CCOC	108.6	0.1	-2.7	8.0	5.6	-2.3	-6.1	-1.4	-5.3	5.9
COc1cccc(CNc2ccc(N3CCCCC3)cc2)c1OC	nt	12.4	2.7	-4.2	1.7	-0.7	-13.6	1.0	12.9	-10.1
Cc1cccc(NC(=O)CCCN2C(=O)C3CC=CCC3C2=O)c1 (stereo not drawn)	98.2	-1.9	-7.1	10.5	-23.0	-1.9	5.6	-1.9	19.2	-2.4
Cc1ccccc1C(=O)Nc1nnc(SC(C)C)s1	102.6	2.2	-0.5	-11.4	1.9	-0.8	-13.5	2.2	-20.9	-14.6
COC(=O)C1CC(C(=O)OC)C2C(C(=O)OC)CC(C(=O)OC)C12 (stereo not drawn)	93.7	-3.7	2.8	18.1	9.1	-2.5	1.1	-3.4	42.9	-5.7
CC(=O)Nc1ccc(NC(=O)c2cc(=O)c3ccc(C)cc3o2)cc1	101.7	-1.3	1.9	8.3	11.7	-3.2	-7.1	-1.7	3.2	-2.2
Cc1nc(=O)c(-c2ccccc2)c(C)n1-c1cccc(/C=C/C(=O)O)c1	90.1	-1.9	8.0	16.9	2.3	-0.6	2.6	-2.9	38.7	5.9
COc1cccc(C(=O)Nc2ccc(NC(=O)C3CC3)cn2)c1	111.9	0.9	0.5	6.4	3.3	3.1	0.8	-1.3	-6.1	1.3
CN(C)S(=O)(=O)Oc1cccc(C(=O)Nc2ccc(Cl)cc2)c1	106.7	-2.5	-2.5	-13.2	-14.4	7.1	0.5	2.5	-6.5	4.0
O=S(=O)(c1ccccc1)n1c(C(O)c2ccccn2)cc2ccccc21 (stereo not drawn)	nt	-4.3	-0.9	15.5	-29.5	-0.7	-8.2	-2.8	-1.5	-1.5
COc1ccc(-n2c(=O)/c(=C\c3cccs3)s/c2=C(/C#N)C(=O)N2CCN(C)CC2)cc1	103.8	-2.0	-2.2	4.7	-16.3	5.9	-17.5	-0.9	nt	-12.1
O=C(C1=C[C@@H](C2CCCCC2)C[C@@H](OCCCCO)O1)N1CCOCC1	102.2	-1.0	3.9	8.4	5.1	4.9	8.3	-1.5	-1.1	-4.7
CCCN(C(=O)CSCc1ccc(C)cc1)c1c(N)n(Cc2ccccc2)c(=O)[nH]c1=O	107.3	-2.0	-2.6	nt	nt	nt	2.8	nt	nt	-4.8
CCc1ccc(NC(=O)C2CCN(C(=O)[C@@H]3Cc4ccccc4CN3)CC2)cc1	110.8	3.5	-1.6	6.7	15.1	0.0	-17.6	-1.3	-2.8	-7.1
O=C(c1ccccc1)c1cc(-c2ccccc2)on1	106.7	-17.8	-2.0	-60.8	-9.1	-8.2	-4.7	10.6	-0.6	11.8
CCCCn1c(-c2cccc(C)c2)nc2cc3[nH]c(=O)c(C(C)C)nc3cc21	99.0	2.3	-84.6	-35.4	-24.8	8.5	0.8	6.1	7.0	-3.9
Cc1cc(NC(=O)CC(CN(C)S(=O)(=O)c2ccccc2)c2ccccc2)no1 (stereo not drawn)	104.6	0.8	-3.2	7.8	-16.6	5.5	-12.8	-1.3	-4.5	7.2
COc1ccccc1NC(=O)CSc1ccc2nnc(-c3cccnc3)n2n1	100.3	-2.5	2.3	-2.0	-4.3	1.6	6.6	0.4	2.2	-0.3
COc1ccc2c(c1OC)C(=O)OC2Nc1nc(-c2cc3ccccc3oc2=O)cs1 (stereo not drawn)	81.8	1.5	3.5	15.4	0.5	3.1	-5.8	-3.0	8.4	7.2
O=C(O)c1ccc2c(c1)-c1nc3ccccc3n1C2=O	101.0	-0.7	-2.4	7.6	-2.6	-1.4	11.9	-1.2	19.6	13.3
Cc1cc(C)cc(N(CC(=O)NCC2CCCO2)C(=O)CCC(=O)Nc2cc(C)on2)c1 (stereo not drawn)	101.0	0.0	-1.2	-0.4	1.1	3.1	7.1	0.1	2.4	8.3
CC(C)NC(=O)c1ccc2c(c1)N(CC(=O)N1CCCC1)C(=O)C(C)(C)O2	129.9	-0.1	1.1	8.9	-1.2	0.3	-1.1	-1.8	-1.4	-3.9
COc1ccc(N=C2SC(C(=O)O)CC(=O)N2Cc2ccc(OC)c(OC)c2)cc1 (stereo not drawn)	101.3	0.8	-6.0	20.7	-14.2	5.2	0.6	-4.8	25.6	-6.0
CCC1(c2ccc(F)cc2)NC(=O)N(CC(=O)Nc2cccc(S(=O)(=O)N3CCCCC3)c2)C1=O (stereo not drawn)	105.0	-3.8	1.2	6.3	-4.6	1.8	2.0	-1.1	21.6	7.1
CCOc1ccc(C(=O)NC(=S)N2CCN(c3ccc(C(F)(F)F)cc3[N+](=O)[O-])CC2)cc1	nt	0.4	-1.6	-14.4	-16.6	7.1	-4.8	2.8	2.6	-7.5
CC(=O)c1ccc(NC(=O)c2ccc(NC(=O)CCS(=O)(=O)c3cccs3)cc2)cc1	84.6	-4.3	-1.8	-3.7	-5.7	2.1	-8.9	0.7	32.2	-7.9
O=C(CN1C(=O)NC2(CCCC2)C1=O)c1ccc(Cl)s1	92.0	0.6	-1.4	2.7	3.2	-2.7	1.8	-0.5	-2.1	0.6
CC(C)(C)c1cc2ncnc(N3CCCCC3)c2s1	104.7	-9.5	-1.2	-0.8	1.2	-0.3	3.2	0.2	-1.2	-4.1
CSc1cccc(NC(=O)COc2ccccc2C)c1	98.3	-10.1	0.6	-3.3	2.2	-0.9	1.4	0.6	-0.6	-0.5
Cc1ccc2c(c1)nc1c3ccccc3nc(-c3ccccc3N)n21	108.9	-9.9	-0.1	nt	nt	nt	4.2	nt	nt	-2.9
COc1ccc(NC(=O)c2sc3nc(N4CCOCC4)c4c(c3c2N)CCCC4)c(OC)c1	78.8	-0.8	-1.0	-0.7	-21.6	1.1	-0.8	0.1	-1.6	2.5
COc1cc(CN2CCC(C(=O)NCCC(C)C)CC2)ccc1OCc1ccccc1	118.2	-1.4	1.4	0.9	2.9	-0.8	5.4	-0.2	0.4	-0.2
COC(=O)c1c(NC(=O)COC(=O)c2ccccn2)sc(C)c1C	97.0	-2.8	-9.8	7.8	-4.4	0.0	-16.3	-1.6	3.2	2.8
CC1CCc2sc(C(=O)NCc3ccc(F)cc3)cc2C1 (stereo not drawn)	103.4	-20.2	-2.7	16.9	-2.4	0.9	-7.2	-3.2	9.7	-17.9

# Screens (PubChem BioAssay)
